# Screening data (PubChem BioAssay)
# FLuc inhib CS: inhibits firefly luciferase, flagging false hits in luciferase inhibition screens; P08659; ATPLite firefly luciferase biochemical luminescence, 10 min; inhibition, % at 10 µM; actives 1.5% (n = 200,000); AID 1006;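 active = inhibition above about 50% when tested at 10 µM, limit read from the data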
# Target sequence (P08659 whole entry, looked up): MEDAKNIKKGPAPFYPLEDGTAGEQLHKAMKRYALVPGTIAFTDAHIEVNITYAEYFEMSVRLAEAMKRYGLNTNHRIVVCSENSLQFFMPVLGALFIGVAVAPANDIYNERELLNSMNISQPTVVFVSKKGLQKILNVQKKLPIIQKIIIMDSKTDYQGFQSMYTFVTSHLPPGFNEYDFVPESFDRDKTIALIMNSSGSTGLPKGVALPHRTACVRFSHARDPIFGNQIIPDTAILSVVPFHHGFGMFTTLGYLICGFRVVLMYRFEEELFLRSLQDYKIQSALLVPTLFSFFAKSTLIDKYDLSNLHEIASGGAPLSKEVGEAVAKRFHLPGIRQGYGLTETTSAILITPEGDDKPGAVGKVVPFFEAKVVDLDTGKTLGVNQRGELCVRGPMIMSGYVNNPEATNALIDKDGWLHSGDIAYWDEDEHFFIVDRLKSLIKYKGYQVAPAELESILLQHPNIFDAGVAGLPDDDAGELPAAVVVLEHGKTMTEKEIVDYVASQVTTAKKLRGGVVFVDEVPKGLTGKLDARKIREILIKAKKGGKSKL
# FLuc stim CS: firefly luciferase counter-screen for stimulation assays. P08659. ATPlite luciferase biochemical, luminescence, 10 min; 0 = ATP-free wells, 1 = DMSO control. activation factor at 10 µM. 200,000 tested, under 10 active. AID 1027;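 active = luciferase activation factor, scaled between plate controls, of at least 2 with compound at 10 µM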
#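 Assay system: Luciferase/luciferin detection reagent, cell-free biochemical luciferase assay / Also added: ATP substrate / Schedule: 10 min at ambient temperature / Measured by: luminescence measurement of luciferase light output / Benchmarks: low control with PBS replacing ATP, high control enzyme plus ATP without compound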
# APP 5'UTR act: activates APP 5'UTR luciferase reporter. SH-SY5Y APP 5'UTR luciferase reporter, luminescence; zero percent = DMSO vehicle wells. activation, % at 2 µM. AID 1276. actives 1% (n = 190,000);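 active = activation above a set limit, based on mean plus 3 SD of controls, cut at about 140% in these data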; note: values of inactives mirror those of a sister screen read the other way
# TLR4 MyD88 comp: TLR4-MyD88 interaction inhibition in cells; inhibition, % at 8.4 µM; actives 0.18% (n = 200,000); AID 861; HeLa CL3-4 TLR4/MyD88 BLA complementation, FRET ratio; O00206+Q99836; in the data active = inhibition above about 25%;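 note: 0% = vehicle and 100% = reference inhibitor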
# NF-kB expr up: raises NF-kB expression in human neuronal cells. actives 1.6% (n = 190,000). fold change at 12.5 µM. NF-kB reporter expression; hits give high values; in the data active = fold change above about 3.3
# STAT1 act: STAT1 signaling activation; NIH 3T3 STAT1-luciferase reporter, IFN-gamma, luminescence; 100% = IFN-gamma alone, no compound; activation (% of control), % at 5.5 µM; actives 2.6% (n = 200,000); AID 932;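 active = activation above the screen-wide mean activation plus 3 SD, cut at about 130% in these data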;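 note: raw ratio to IFN-gamma control signal so 100% means no change and 0% no light; values of inactives mirror those of a sister screen read the other way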
# G6PDH CS: L. mesenteroides G6PDH inhibition counter-screen; inhibition, % at 5 µM; AID 1020; actives 0.12% (n = 200,000); Purified L. mesenteroides G6PDH, diaphorase/resazurin coupled fluorescence, 45 min; in the data active = inhibition above about 50%
# Diaphorase inh: counter-screen for diaphorase-based assays: diaphorase inhibitors and chemical oxidizers; inhibition, % at 20 µM; actives 0.69% (n = 190,000); diaphorase resazurin-to-resorufin fluorescence, NADH, 16 min; bacterial (C. kluyveri) enzyme, not human;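 active = primary screen inhibition at 20 µM above a set limit, cut at about 50% in these data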;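 note: plate controls were DMSO with full reaction for no effect and wells lacking NADH for full effect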
#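 controls = No-NADH positive control and DMSO neutral control | system = Clostridium kluyveri diaphorase enzyme | timing = reaction incubation of 16 min at room temperature | signal = resorufin fluorescence 544/590 nm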
# APP transl inh: APP translation inhibition; SH-SY5Y APP 5'UTR-luciferase reporter, luminescence; inhibition, % at 2 µM; actives 0.82% (n = 190,000); AID 1285;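 active = inhibition above a set limit, derived from the sample mean plus 3 SD, cut at about 45% in these data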; note: values of inactives mirror those of a sister screen read the other way
# Diaph act CS: diaphorase activation or chemical reduction counter-screen; AID 1229; activation factor at 20 µM; Diaphorase/resazurin coupled assay, resorufin fluorescence, 16 min; hits give high values; 1 = vehicle wells, 0 = NADH-free wells; actives 0.005% (n = 190,000);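 active = diaphorase activity raised at least twofold by the compound at 20 µM; inactive = activation factor below 2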
#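 Measured by – red resorufin fluorescence at 544/590 nm excitation/emission · Test system – Clostridium kluyveri diaphorase, purified enzyme · Incubation – reaction time 16 min, room temperature · Buffer or medium – 50 mM HEPES pH 7.4 with 4.542 mM MgCl2, 0.005% Tween 20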
# The depositor's hits bear a star; · = no result given.
SMILES,FLuc inhib CS,FLuc stim CS,APP 5'UTR act,TLR4 MyD88 comp,NF-kB expr up,STAT1 act,G6PDH CS,Diaphorase inh,APP transl inh,Diaph act CS
Cc1nc(NCCO)c(C#N)c2c1COC(C)(C)C2,-8,1.1,-10,2,0.96,93,24,8,10,0.9
O=C(CSc1nnnn1C1CCCC1)c1ccc2c(c1)OCCO2,27,0.7,114,-5,2.2,114,-8,6,-114,0.9
COCCn1c(-c2ccccc2)nc2oc3cc(OC)ccc3c(=O)c2c1=O,-4,1,8,15,0.97,102,4,8,-8,0.9
Cc1ccc(NCCC(=O)c2ccc(Cl)cc2)cc1,-2,1,14,-4,1.6,111,7,2,-14,1
COc1ccc(NC2=C(C(C)=O)C(c3ccc4c(c3)OCO4)C(C(C)=O)C(C)(O)C2)cc1 (centres undefined),-4,1,19,-5,0.99,97,15,10,-19,0.9
O=c1[nH]c(SCc2ccccc2)nnc1-c1ccccc1,11,0.9,-9,-10,1.4,109,0,16,9,0.8
O=C(CNc1c(Br)cc(Br)cc1Br)NN=C1CCCCC1,-1,1,-4,-10,1,96,-16,12,4,0.9
O=C(N1CCN(Cc2ccccc2)CC1)C(Cl)(Cl)Cl,-5,1.1,1,2,1.2,100,4,17,-1,0.8
COc1ccc(Cc2c(O)nc(SCC(=O)c3ccc(OC)cc3)[nH]c2=O)cc1,-9,1.1,16,-7,1,94,4,24,-16,0.8
Clc1ccc(SCc2cc(-c3ccc(Cl)cc3)on2)cc1,-6,1.1,-2,-17,1.2,96,-18,33,2,0.7
Cc1ccc(Cn2nnc3c(=O)n(CC(=O)OCc4ccccc4)cnc32)cc1,-1,1,6,2,1.2,101,2,9,-6,0.9
CC1(C)NC(=O)N(CC(O)CN2C(=O)NC(C)(C)C2=O)C1=O,-4,1,7,-4,1.1,106,3,7,-7,0.9
Cc1nc2ccc(F)cc2cc1C(=O)Nc1ccc(Cl)c(Cl)c1,-4,1,-1,-10,1.1,101,9,14,1,0.9
COc1cc(NC2=Nc3cccc4cccc2c34)cc(OC)c1OC,-1,1,-11,6,1.1,104,8,3,11,1
COc1cccc(/C=N/NC(=O)c2cnccn2)c1,28,0.7,48,7,1.9,119,14,9,-48,0.9
CCNS(=O)(=O)c1c(C)cc(C)c(N(C)S(=O)(=O)c2ccccc2)c1C,-7,1.1,1,12,1.1,96,2,20,-1,0.8
Cc1ccc2[nH]c(=O)c(CN(CC3CCCO3)C(=O)c3ccco3)cc2c1 (centres undefined),-7,1.1,·,·,·,·,0,4,·,1
C/C(=N\NC(=O)c1ccc(N(C)C)cc1)c1ccc(C)c(C)c1,2,1,8,-1,1.1,85,-40,9,-8,0.9
COc1cc(/C=C/C(=O)OCC(=O)Nc2ccc3c(c2)OCCO3)ccc1O,5,1,3,-8,0.59,107,-2,6,-3,0.9
COc1cc(C#N)ccc1OCC(=O)Nc1cccc(S(=O)(=O)N2CCCC2)c1,-4,1,11,4,1.1,95,2,1,-11,1
N#C/C(=C\c1cccc(Oc2ccc(C(F)(F)F)cc2[N+](=O)[O-])c1)c1nc2ccccc2[nH]1,-4,1,6,-6,1,100,0,12,-6,0.9
O=C(Cc1ccc([N+](=O)[O-])cc1)NCc1ccncc1,-1,1,23,-1,1.2,100,10,6,-23,0.9
Cn1cnnc1SCC(=O)NC(=O)NC1CCCC1,-8,1.1,9,0,1.8,99,9,-9,-9,1.1
Cc1ccccc1NC(=S)NCC(c1cccnc1)N1CCOCC1 (centres undefined),-2,1,-3,5,1.3,96,12,0,3,1
S=c1[nH]nc(Nc2ccccc2)s1,10,0.9,11,8,1.2,104,-4,18,-10,0.8
O=C(NC(=S)N1CCCCC1)C12CC3CC(CC(C3)C1)C2,-3,1,-6,-10,1.1,106,11,18,6,0.8
CC(C)CN1CCN(Cc2cc(F)ccc2-n2cccn2)CC1CCO (centres undefined),-9,1.1,-14,5,1.1,98,13,3,14,1
O=c1c(-c2ccc3c(c2)OCCO3)c(C(F)(F)F)oc2cc(O)cc(O)c12,-6,1.1,16,2,0.93,103,-30,24,-16,0.8
CC1CCCCC12NC(=O)N(CC(=O)NCCc1ccccn1)C2=O (centres undefined),-7,1.1,-2,2,0.94,101,4,-7,2,1.1
Cc1ccc(NC(=O)COC(=O)CCC(=O)c2cccs2)cc1S(=O)(=O)N1CCOCC1,1,1,5,0,1.3,104,2,2,-5,1
CC(NCc1ccc(OCc2ccc(Cl)cc2)cc1)C(O)c1ccccc1 (centres undefined),-2,1,-4,5,1.7,102,6,-21,4,1.2
N#CCCn1ncc2ccccc21,-2,1,-5,3,1.4,97,7,-2,5,1
O=C(COc1cccnc1[N+](=O)[O-])Nc1cccc(S(=O)(=O)N2CCOCC2)c1,-4,1,3,-17,1.1,97,4,-9,-3,1.1
Cc1ccc2cc(C)c(Sc3nnnn3-c3ccccc3)nc2c1,-7,1.1,12,-6,1.4,94,2,26,-12,0.7
O=C(Cc1ccc(Cl)cc1)Nc1ccc(SC(F)F)cc1,-5,1.1,5,-2,0.82,111,15,22,-5,0.8
O=C(CSc1nnc(-c2ccccc2)o1)Oc1ccc(Br)cc1,-5,1.1,5,-8,0.89,96,-4,26,-5,0.7
O=C(CCC(=O)N(CC(=O)NC1CCCC1)Cc1ccc2c(c1)OCO2)Nc1nccs1,-6,1.1,-16,-1,1.1,104,6,1,16,1
COc1cc(NS(C)(=O)=O)c(OC)cc1NC(=O)c1ccccc1,-10,1.1,-29,-7,0.98,105,4,10,29,0.9
COc1ccc(CC(=O)Nc2ccc(C(C)=O)cc2)cc1,-1,1,11,-12,1.4,108,14,·,-11,·
COc1ccc(Cn2nnnc2C(c2ccncc2)N2CCOCC2)cc1 (centres undefined),-4,1,7,3,1.1,95,11,-2,-7,1
COc1ccc(-n2c(Cc3cccn3C)nnc2SCC(N)=O)cc1,1,1,12,0,1.8,92,14,7,-12,0.9
Cc1nn(-c2ccccc2)c(C)c1C(=O)OCC(=O)c1c(N)n(CC(C)C)c(=O)n(C)c1=O,-6,1.1,16,12,0.35,91,3,6,-16,0.9
Cc1ccc(C(C(=O)NC2CCCCC2)N(Cc2ccco2)C(=O)Cc2c[nH]c3ccccc23)o1 (centres undefined),-3,1,-5,5,0.51,99,-8,32,5,0.7
Cc1sc2ncn(CC(=O)NCc3ccco3)c(=O)c2c1-c1ccccc1,-6,1.1,-8,7,0.89,103,-3,14,8,0.9
Cc1ccc(Cn2c(SCC(=O)NCc3ccco3)nc3ccsc3c2=O)cc1,-7,1.1,8,16,0.89,97,8,8,-8,0.9
COc1ccccc1NS(=O)(=O)c1ccc(N/N=C/C=C/c2ccccc2[N+](=O)[O-])c([N+](=O)[O-])c1,0,1,6,5,1.2,113,1,11,-6,0.9
COc1cc(OC)cc(C(=O)NCC(=O)OCC(=O)C(C)(C)C)c1,-9,1.1,7,6,1.5,104,-12,6,-7,0.9
CN1C(=O)/C(=C/c2ccco2)SC1=Nc1cccc(C(=O)O)c1,-4,1,9,-16,0.99,96,-3,37,-10,0.6
Cc1nn(CCOc2ccccc2)c(=O)n1-c1cccc(F)c1,-5,1.1,2,-4,1.7,116,0,2,-2,1
O=C(Nc1ccccc1Oc1ccccc1)c1cc([N+](=O)[O-])ccc1Cl,-4,1,2,1,0.64,96,1,18,-2,0.8
# (listing goes on)
SMILES,FLuc inhib CS,FLuc stim CS,APP 5'UTR act,TLR4 MyD88 comp,NF-kB expr up,STAT1 act,G6PDH CS,Diaphorase inh,APP transl inh,Diaph act CS
c1ccc2c(c1)COC(CN1CCCCC1)OC2,-7,1.1,5,8,1,104,8,10,-5,0.9
O=C(O)C=C1C2CC3CC(C2)CC1C3,-8,1.1,15,-7,0.97,104,2,12,-15,0.9
c1ccc(Sc2ncnc3c2oc2ccccc23)cc1,6,0.9,60,-5,2.5,144*,-2,14,-60,0.9
Cc1occc1-c1nnc(SCC(=O)Nc2nccs2)n1Cc1ccco1,-4,1,-2,10,1.3,85,0,13,2,0.9
Cc1ccccc1N1OC2C(=O)N(c3ccc(F)cc3)C(=O)C2C1c1ccccn1 (centres undefined),-10,1.1,-2,12,1.2,100,16,16,2,0.8
Cc1ccc(NC(=O)CSCC(=O)O)cc1,-6,1.1,-11,-16,1.1,96,4,9,11,0.9
Cc1occc1C(=O)NCc1cccc(CNC(=O)c2ccoc2C)c1,-12,1.1,-2,-3,0.93,109,6,10,2,0.9
C=CCCCCCCCC(=O)OC,-3,1,-1,10,1.2,100,4,-10,1,1.1
COc1ccc(C2NC(=O)c3sc(=S)n(-c4ccccc4)c3N2)cc1 (centres undefined),-6,1.1,-18,-1,1.1,103,-1,12,18,0.9

# Sorted by molecular weight (lowest first): 14 of the compounds above.
SMILES,FLuc inhib CS,FLuc stim CS,APP 5'UTR act,TLR4 MyD88 comp,NF-kB expr up,STAT1 act,G6PDH CS,Diaphorase inh,APP transl inh,Diaph act CS
C=CCCCCCCCC(=O)OC,-3,1,-1,10,1.2,100,4,-10,1,1.1
Cc1ccc(NC(=O)CSCC(=O)O)cc1,-6,1.1,-11,-16,1.1,96,4,9,11,0.9
c1ccc2c(c1)COC(CN1CCCCC1)OC2,-7,1.1,5,8,1,104,8,10,-5,0.9
c1ccc(Sc2ncnc3c2oc2ccccc23)cc1,6,0.9,60,-5,2.5,144*,-2,14,-60,0.9
Cc1nn(CCOc2ccccc2)c(=O)n1-c1cccc(F)c1,-5,1.1,2,-4,1.7,116,0,2,-2,1
CN1C(=O)/C(=C/c2ccco2)SC1=Nc1cccc(C(=O)O)c1,-4,1,9,-16,0.99,96,-3,37,-10,0.6
Cc1occc1C(=O)NCc1cccc(CNC(=O)c2ccoc2C)c1,-12,1.1,-2,-3,0.93,109,6,10,2,0.9
O=C(Nc1ccccc1Oc1ccccc1)c1cc([N+](=O)[O-])ccc1Cl,-4,1,2,1,0.64,96,1,18,-2,0.8
Cc1sc2ncn(CC(=O)NCc3ccco3)c(=O)c2c1-c1ccccc1,-6,1.1,-8,7,0.89,103,-3,14,8,0.9
Cc1occc1-c1nnc(SCC(=O)Nc2nccs2)n1Cc1ccco1,-4,1,-2,10,1.3,85,0,13,2,0.9
Cc1ccccc1N1OC2C(=O)N(c3ccc(F)cc3)C(=O)C2C1c1ccccn1 (centres undefined),-10,1.1,-2,12,1.2,100,16,16,2,0.8
Cc1ccc(Cn2c(SCC(=O)NCc3ccco3)nc3ccsc3c2=O)cc1,-7,1.1,8,16,0.89,97,8,8,-8,0.9
Cc1ccc(C(C(=O)NC2CCCCC2)N(Cc2ccco2)C(=O)Cc2c[nH]c3ccccc23)o1 (centres undefined),-3,1,-5,5,0.51,99,-8,32,5,0.7
COc1ccccc1NS(=O)(=O)c1ccc(N/N=C/C=C/c2ccccc2[N+](=O)[O-])c([N+](=O)[O-])c1,0,1,6,5,1.2,113,1,11,-6,0.9
